High-throughput results (PubChem BioAssay)
HTT ATP protect: qHTS Multiplex Assay to Identify Dual Action Probes in a Cell Model of Huntington: Cytoprotection (ATP); PC12 HTT-Q103 induced, cytoprotection, ATP luminescence, 40 h; Potency, µM (titrated, usually from 56.4 µM), without a hit: cytoprotection (ATP increase), most hits filed as activators; AID 1471, 2008; 0.14% of 230,000 active;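 further: % of control where 0% means no effect; nearly all actives have a fitted effect of over 45% in size; toxic huntingtin expression switched on by the ecdysone agonist tebufenozide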
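Huntington model: PC12 line, ecdysone-inducible HTTQ103 exon1–GFP, tebufenozide 100 nM. Test articles in a dose series. Endpoint luminescence from cellular ATP.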
ALDH1A1 block: qHTS Assay for Inhibitors of Aldehyde Dehydrogenase 1 (ALDH1A1). Potency, µM (series often up to 75.3 µM), inactives show at the highest dose activity, negative = inhibition, usual class: inhibitors. AID 1030, 2008. 7.3% of 220,000 active. Aldehyde dehydrogenase 1A1 (Homo sapiens), P00352. Purified ALDH1A1, NADH fluorescence, propionaldehyde substrate; active means well fitted inhibition curve with a large enough effect, not every such curve was filed as active; inconclusive means small, poorly fitted or top-dose-only effect, or another doubt; inactive means no such curve, though single readings can be large or run the other way;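 further: plate controls were no enzyme wells and a reference inhibitor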
Target sequence (P00352 whole entry, looked up): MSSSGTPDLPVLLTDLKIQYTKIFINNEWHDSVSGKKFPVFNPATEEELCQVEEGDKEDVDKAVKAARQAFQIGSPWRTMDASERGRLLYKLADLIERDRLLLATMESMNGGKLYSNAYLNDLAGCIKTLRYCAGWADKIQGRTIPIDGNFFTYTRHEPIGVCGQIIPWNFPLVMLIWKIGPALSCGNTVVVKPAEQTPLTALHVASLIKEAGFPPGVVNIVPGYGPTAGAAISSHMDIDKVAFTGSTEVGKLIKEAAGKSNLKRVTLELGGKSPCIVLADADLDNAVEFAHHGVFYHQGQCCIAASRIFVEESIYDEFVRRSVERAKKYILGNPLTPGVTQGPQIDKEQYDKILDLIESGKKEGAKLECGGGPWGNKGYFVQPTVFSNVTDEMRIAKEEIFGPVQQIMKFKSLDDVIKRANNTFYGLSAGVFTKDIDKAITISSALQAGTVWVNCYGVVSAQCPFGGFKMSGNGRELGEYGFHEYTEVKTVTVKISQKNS
JMJD2E inh: qHTS Assay for Inhibitors of Human Jumonji Domain Containing 2E (JMJD2E); Lysine-specific demethylase 4E (Homo sapiens), B2RXH2; JMJD2E catalytic domain, FDH-coupled NADH fluorescence (FDH is formaldehyde dehydrogenase); Potency, µM (series often up to 57.1 µM), for the others: top-dose activity change, negative = inhibition, most hits filed as inhibitors; 1.6% of 230,000 active; active means well fitted inhibition curve with a large enough effect, not every such curve was filed as active; inconclusive means small, poorly fitted or top-dose-only effect, or another doubt; inactive means no such curve, though single readings can be large or run the other way;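 further: 0% = wells with enzyme and -100% = buffer wells without enzyme; nearly all actives have a fitted effect of over 50% in size; many of its hits are not listed in these tables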
Target sequence (B2RXH2 1-337 limits assumed): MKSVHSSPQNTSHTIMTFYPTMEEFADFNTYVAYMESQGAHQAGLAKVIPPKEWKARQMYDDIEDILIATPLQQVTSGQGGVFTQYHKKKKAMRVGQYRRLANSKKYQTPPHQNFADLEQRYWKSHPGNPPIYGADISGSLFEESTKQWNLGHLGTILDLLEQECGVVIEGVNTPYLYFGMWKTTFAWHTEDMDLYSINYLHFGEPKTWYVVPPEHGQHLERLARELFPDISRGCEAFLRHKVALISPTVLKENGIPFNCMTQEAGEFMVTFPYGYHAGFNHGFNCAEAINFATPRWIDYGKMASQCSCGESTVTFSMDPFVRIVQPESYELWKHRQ
HTT aggregate: qHTS Multiplex Assay to Identify Dual Action Probes in a Cell Model of Huntington: Aggregate Formation (GFP); PC12 HttQ103-GFP aggregates, Acumen cytometry, 40 h; Potency, µM (titrated, usually from 46.1 µM), without a hit: at the top dose activity change, negative = inhibition, most hits filed as inhibitors; 1.1% of 220,000 active; AID 1688, 2009; further: on the % scale 0 is the no-effect control and ±100 the full control effect; nearly all actives have a fitted effect of over 60% in size
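Ecdysone-promoter PC12 model expressing HTT exon 1 Q103 fused to GFP, induced by tebufenozide at 100 nM final. Compounds titrated; aggregates sized 1–25 µm scored on a 488 nm laser cytometer.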
Tau fluor counter: Counterscreen qHTS for Inhibitors of Tau Fibril Formation, Fluorescence Polarization | AID 1463, 2008 | Potency, µM (doses to about 57.7 µM), for the others: at the highest dose activity change, negative = decrease | 0.93% of 280,000 active | tau K18 P301L Alexa594 fluorescence, heparin fibrillization; further: on the % scale 0 is the no-effect control and ±100 the full control effect; nearly all actives have a fitted effect of over 55% in size
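Human K18 P301L tau (15 uM unlabeled plus 0.24 uM Alexa 594-labeled, final) in 100 mM sodium acetate pH 7 was mixed with compound and 20 uM heparin and incubated 6 hr at 37 C.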
Tau fibril FP: qHTS for Inhibitors of Tau Fibril Formation, Fluorescence Polarization; Microtubule-associated protein tau (Homo sapiens), P10636; K18 P301L tau heparin fibrillization, Alexa594 FP, 6 h; Potency, µM (top dose mostly 57.7 µM), for inactives: at the highest dose activity, negative = inhibition, actives largely listed as inhibitors; 0.39% of 280,000 active; AID 1468, 2008; further: on the % scale 0 is the no-effect control and ±100 the full control effect; nearly all actives have a fitted effect of over 55% in size
Target sequence (P10636 561-689 P618L limits assumed): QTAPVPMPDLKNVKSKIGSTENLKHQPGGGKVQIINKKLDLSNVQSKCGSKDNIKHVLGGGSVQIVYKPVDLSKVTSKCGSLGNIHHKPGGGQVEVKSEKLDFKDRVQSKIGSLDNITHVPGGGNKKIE
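Steps: dispense K18 P301L tau (15 uM plus 0.24 uM Alexa 594 tracer, final) in pH 7 sodium acetate; add compound; add heparin (20 uM final); incubate 6 hr, 37 C; add ThT (30 uM final); after 1 hr ambient, read FP.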
Tau ThT inhib: qHTS for Inhibitors of Tau Fibril Formation, Thioflavin T Binding. recombinant tau K18 P301L (four-repeat tau fragment), heparin-induced fibrillization, ThT fluorescence. 2.1% of 270,000 active. Potency, µM (doses to about 57.4 µM), for inactives: top-dose activity, negative = inhibition, actives largely listed as inhibitors. Microtubule-associated protein tau (Homo sapiens), P10636; further: on the % scale 0 is the no-effect control and ±100 the full control effect; nearly all actives have a fitted effect of over 55% in size
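Heparin-induced (20 uM) aggregation of recombinant human K18 P301L tau, 15 uM unlabeled with 0.24 uM labeled, pH 7 acetate buffer, 6 hr at 37 C with compound. Fibrils quantified by 30 uM ThT fluorescence after 1 hr ambient incubation.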
SMN2 splice enh: qHTS Assay for Enhancers of SMN2 Splice Variant Expression. HEK293 SMN2-luciferase splicing reporter, luminescence, 30-36 h. Potency, µM (top dose mostly 46.1 µM), for the others: top-dose activity change, positive = activation, hits mostly activators. 2.8% of 210,000 active. AID 1458, 2008; further: % of control where 0% means no effect; nearly all actives have a fitted effect of over 55% in size
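qHTS luciferase splicing reporter: luminescence rises when SMN2 exon 7 is included in transfected HEK293 cells. Compound exposure lasted 30-36 h at 37C, with 4.5 mM final sodium butyrate as control, followed by a ONE-Glo read.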
* = called active by the depositor; ? = inconclusive; · = no result given; [ ] = remark or other dose. Unless noted, the call rests on the fitted dose curve; in most records, active means well fitted curve in the direction sought with a large enough effect; inconclusive means small, poorly fitted or top-dose-only effect, or another doubt; inactive means no such curve, though single readings can be large; an effect the other way counts as inactive or inconclusive. Potency means the concentration at half of the fitted maximal effect.

Results follow in this order: HTT ATP protect | ALDH1A1 block | JMJD2E inh | HTT aggregate | Tau fluor counter | Tau fibril FP | Tau ThT inhib | SMN2 splice enh
> O=c1[nH]c(-c2ccccc2O)nc2c1CCCC2
 : -5% | ? | ? | -12% | 1% | 3% | -9% | -28%
> CCOc1ccc(CN2CCN(CC3=Cc4cccc(OC)c4OC3)CC2CCO)cc1 (stereo unspecified)
 : 11%[10 µM] | -2% | 0% | 5%[9.22 µM] | 2% | 3% | -6% | -31%[inhibitor]
> O=C(Nc1nc2n(n1)C(c1ccccc1)C=C(c1ccccc1)N2)c1ccccc1 (stereo unspecified)
 : · | · | · | · | -14% | -7% | -14% | 8%
> CCn1c(O)c(N=NC(=O)CNC(=O)c2ccco2)c2ccccc21
 : -17%[1.9 µM] | -5% | 3% | 9% | -3% | 1% | -16% | 10%
> CCCCn1c(N)c(N(CCC(C)C)C(=O)COC(=O)c2ccco2)c(=O)[nH]c1=O
 : 3% | 2% | -2% | 12% | 1% | 7% | 1% | 17%
> O=CN1CCN(C(C(=O)NC2CCCC2)c2ccc(Cl)cc2)CC1 (stereo unspecified)
 : 1% | 1% | 2% | 5% | 1% | -6% | 1% | -3%
> CCc1ccc2[nH]cc(S(=O)(=O)c3ccc(C(C)C)cc3)c(=O)c2c1
 : · | · | · | · | ? | ? | 6% | -13%
> CC(=O)c1ccc(N2CCN(C(=O)c3ccc4nc[nH]c4c3)CC2)cc1
 : · | ? | ? | -8% | -8% | 8% | ? | -10%
> COC(=O)c1ccc(C(NC(=O)OCc2ccccc2)/C(C)=C/[C@@H](C)C(=O)NCc2cc(F)cc(F)c2)cc1 (stereo partly specified)
 : -7% | ? | 0% | · | -17% | -6% | -8% | -8%
> COC(=O)c1ccc(CSc2nnc(C)n2N)o1
 : · | 0% | 1% | -6% | -9% | -1% | -3% | ·
> Cc1ccc(N2CC(c3nc4ccccc4n3C)CC2=O)cc1C (stereo unspecified)
 : 5% | -3% | 3% | -6% | 1% | -6% | -1% | -3%
> COc1cc2c(cc1OC)C(C)N(Cc1ccc3c(c1)OCO3)CC2 (stereo unspecified)
 : 21%[10 µM] | 3% | -21% | 17%[9.22 µM] | 4% | 2% | 0% | ·
> Cc1cccc(-c2nc(N3CCN(c4ccc(F)cc4)CC3)c3ccccc3n2)c1
 : · | · | · | · | ? | -1% | ? | -2%
> CCS(=O)(=O)N1CCN(C(=O)c2ccc(-c3ccccc3)cc2)CC1
 : -15% | -9% | -2% | -16% | -9% | 3% | -14% | -19%
> O=C(CSc1ccc(-c2ccco2)nn1)c1ccccc1
 : -7%[10 µM] | 8.9µM* | ? | 17% | -23% | -11% | ? | 18%

Reprinted at random: 2 compounds from above.
Results follow in this order: HTT ATP protect | ALDH1A1 block | JMJD2E inh | HTT aggregate | Tau fluor counter | Tau fibril FP | Tau ThT inhib | SMN2 splice enh
> CCCCn1c(N)c(N(CCC(C)C)C(=O)COC(=O)c2ccco2)c(=O)[nH]c1=O
 : 3% | 2% | -2% | 12% | 1% | 7% | 1% | 17%
> CCS(=O)(=O)N1CCN(C(=O)c2ccc(-c3ccccc3)cc2)CC1
 : -15% | -9% | -2% | -16% | -9% | 3% | -14% | -19%

The listing picks up; the 2 compounds before the break are reprinted first.
Results follow in this order: HTT ATP protect | ALDH1A1 block | JMJD2E inh | HTT aggregate | Tau fluor counter | Tau fibril FP | Tau ThT inhib | SMN2 splice enh
> CCS(=O)(=O)N1CCN(C(=O)c2ccc(-c3ccccc3)cc2)CC1
 : -15% | -9% | -2% | -16% | -9% | 3% | -14% | -19%
> O=C(CSc1ccc(-c2ccco2)nn1)c1ccccc1
 : -7%[10 µM] | 8.9µM* | ? | 17% | -23% | -11% | ? | 18%
> Cc1c(NC(=O)C(C)N2C(=O)c3ccccc3C2=O)c(=O)n(-c2ccccc2)n1C (stereo unspecified)
 : -26% | 8% | 8% | 0% | 8% | -2% | -1% | 4%
> O=C(N/N=C/c1sc(N2CCOCC2)nc1-c1ccccc1)c1ccc(O)cc1
 : -31%[inhibitor] | ? | ? | ? | ? | ? | ? | 22%
> COc1ccc(OCCCC(=O)NCc2ccco2)cc1
 : 17%[10 µM] | 1% | 3% | -3% | -3% | 5% | -14% | -11%
> Cc1cc(N2CCN(C)CC2)nc2ccc(NC(=O)c3ccc(C(C)(C)C)cc3)cc12
 : · | · | · | · | ? | 13% | ? | -97%[inhibitor]
> CCn1c(SCC(=O)c2ccc(NC(C)=O)c(OC)c2)nnc1-c1ccc(NS(C)(=O)=O)cc1
 : 8%[10 µM] | 1% | -7% | -7% | -4% | -8% | -4% | -4%[1.84 µM]
> CC(CNC(=O)c1ccc(N)cc1)NC(=O)c1ccc(N)cc1 (stereo unspecified)
 : 3% | 12% | 1% | 24% | -9% | 1% | -12% | -14%
> COc1cc(NC(=O)CSc2nc3cc(C)ccc3cc2C)c(C(=O)O)cc1OC
 : -27%[10 µM] | ? | 0% | -6% | -7% | -2% | 4% | -11%
> O=C(C1CCN(C2CCN(Cc3ccc4cc(F)ccc4n3)CC2)CC1)N1CCCC1
 : 9%[10 µM] | -7% | -1% | -21%[9.22 µM] | -6% | ? | -14% | ·
> O=C(CSCCO)Nc1ccc([N+](=O)[O-])cc1
 : -20% | -6% | 3% | ? | -4% | -7% | -10% | 1%
> C=CC[C@@H]1C=C[C@H](O/N=C(\C)CCN2CCc3nc(-c4ccccc4)c(-c4ccccc4)cc3C2)[C@H](CO)O1
 : -9%[10 µM] | 15%[13.5 µM] | · | · | 0%[11.6 µM] | 0%[11.6 µM] | -6%[11.5 µM] | ·
> S=C(NCCc1ccccc1)N1CCc2ccccc2C1
 : -3% | 0% | 10% | 13%[9.22 µM] | -27% | -8% | -18% | ?
> CCCCC(=O)Nc1ccnc(-c2cccnc2)n1
 : 10% | -3% | -3% | 8% | 2% | -3% | 3% | -22%
> Cc1ccc(Oc2ncccc2/C=N/OCc2ccc(Cl)c(Cl)c2)cc1
 : ? | -7% | ? | -7% | -9% | -3% | -5% | -3%
> COC(=O)c1ccc(/C=C/c2ccc3cccc(OC(C)=O)c3n2)cc1
 : -7%[10 µM] | ? | 2% | 5% | -4% | 2% | 5% | 16µM*
> Cc1c(Br)c([N+](=O)[O-])nn1CC(=O)NCc1ccccc1
 : · | -1% | 3% | -3% | -4% | 0% | -2% | -1%

(list continues)
smiles	HTT ATP protect	ALDH1A1 block	JMJD2E inh	HTT aggregate	Tau fluor counter	Tau fibril FP	Tau ThT inhib	SMN2 splice enh
COc1ccc(-c2nc3ccccc3c(=O)n2CCOc2c(C)cccc2C)cc1	0%[10 µM]	?	?	-20%	-14%	?	0%	-1%
COc1ccc(Oc2ncnc3c2ncn3Cc2ccccc2)cc1	-14%	-6%	5%	-10%	-6%	4%	-5%	-18%
Cn1c(Cn2nnc3ccccc32)nnc1SCC(=O)c1ccccc1F	-20%	?	4%	?	-4%	-1%	-3%	3%
C/C(=N\Nc1nc(C)cc(=O)[nH]1)C1CC1	-13%[10 µM]	?	-12%	-4%	-7%	-16%	?	·
CCOC(=O)Cn1nnc(-c2cccc(OC)c2)n1	-29%[10 µM]	-1%	-2%	9%	0%	5%	-6%	-6%
CCN(CC)C(=O)C12CC3CC(CC(Br)(C3)C1)C2	-14%	1%	5%	-1%	-9%	-8%	0%	·
O=C(CN1CCCCCCC1)N/N=C/c1ccc(F)c(F)c1	11%[10 µM]	-8%	-16%	14%	5%	2%	2%	12%
CCC(=O)Nc1cc(C)c(NC(=O)C23CC4CC(CC(C4)C2)C3)cn1	33%[10 µM]	-1%	-20%	12%	1%	7%	0%	-3%
CCOc1ccccc1Cn1c(=O)oc2ccc(C)cc21	15%[10 µM]	-4%	2%	-3%	-13%	6%	-12%	-17%
C/C(=N\NC(=O)CC(C)C)c1ccc(Cl)c(Cl)c1	-19%	4%	3%	31%	-2%	3%	3%	-5%
COc1cc(-c2noc(CCC(=O)Nc3cc(C)ccc3C)n2)cc(OC)c1OC	·	·	·	·	-21%	2%	-18%	-5%
CCOc1ccccc1NC=C1C(=O)OC(C)(C)OC1=O	-6%	2.2µM*	-18%	-4%	0%	0%	8%	-4%
CC(C)Oc1c(Br)cc(Br)cc1/C=N/NC(N)=S	-67%[inhibitor][10 µM]	1%	-5%	-16%	-3%	-2%	-2%	-30%
COc1cc(OC)c(C2N(c3cc(C)on3)C(=O)C3CCCN32)cc1OC (stereo unspecified)	3%	-11%	-28%	?	3%	1%	-1%	2%
COc1cc(N=c2ssnc2Cl)cc(OC)c1	12%	0.32µM*	20µM*	10µM*	-9%	3%	-1%	-22%
Cc1nc(SCCOc2ccc(Cl)cc2)[nH]c(=O)c1Cc1ccccc1	·	·	·	·	-3%	-16%	8%	2%
CCCc1nc(SCc2cccnc2)c2c(=O)n(C)c(=O)n(C)c2n1	22%	?	4%	-13%	-6%	-3%	-12%	-11%
CCS(=O)(=O)NC(C)C(c1cccs1)N1CCN(c2ccc(F)cc2)CC1 (stereo unspecified)	3%[10 µM]	-4%	-5%	-24%	-19%	4%	?	-13%
CCOc1ccccc1N(C(=O)c1ccccc1Cl)C1=NC(C)(C)CS1	-22%	7%	6%	2%	-9%	1%	-9%	-1%
CCOC(=O)CCC(=O)NCc1ccc2[nH]c(C)cc2c1	-3%[10 µM]	2%	2%	2%	-8%	-2%	-14%	-19%
COc1cccc(C(=O)CN2CCN(S(=O)(=O)c3cccc([N+](=O)[O-])c3)CC2)c1	19%[10 µM]	18µM*	?	7%	-14%	-7%	-14%	-7%

Not all compounds are listed (hit frequency here may not be typical).
